Screening results as filed in PubChem.
POLH inh – blocks human DNA polymerase eta activity; recombinant Pol eta, fluorescent DNA replication assay; Potency, µM (highest dose often 114 µM), for the others: top-dose activity change, negative = inhibition, actives largely listed as inhibitors; actives 1.2% (n = 390,000); further: potency means the concentration at half of the fitted maximal effect; on the % scale 0 is the no-effect control and ±100 the full control effect
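Pol eta (10 nM) was preincubated with compounds for 15 min at room temperature, after which fluorescent replication substrate (50 nM final) was added to start the reaction. Fluorescence was read kinetically at 0 and 10 min.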
Apoferritin bind – candidate novel general anesthetic via apoferritin binding; P02791; apoferritin/1-aminoanthracene competitive binding, fluorescence; Potency, µM (series often up to 77.5 µM), for inactives: at the highest dose activity change, negative = displacement, actives largely listed as inhibitors; actives 0.074% (n = 350,000); AID 485281; further: potency means the concentration at half of the fitted maximal effect; on the % scale 0 is the no-effect control and ±100 the full control effect; nearly all actives have a fitted effect of over 20% in size
Target sequence (P02791 2-175 limits assumed): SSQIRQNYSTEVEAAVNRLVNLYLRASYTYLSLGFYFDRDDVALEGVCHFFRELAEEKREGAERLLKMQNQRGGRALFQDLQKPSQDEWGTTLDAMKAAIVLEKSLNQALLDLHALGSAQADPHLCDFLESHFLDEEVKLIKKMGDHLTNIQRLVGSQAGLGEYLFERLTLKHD
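In PBS, apoferritin at 10 uM is loaded with 1-AMA from a 50% saturated solution. After 10 min of compound exposure at ambient temperature, reduced 535 nm fluorescence indicates probe displacement.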
Pol kappa inh – blocks human DNA polymerase kappa activity | purified Pol kappa, fluorescent DNA synthesis assay, 10 min | actives 0.53% (n = 400,000) | Q9UBT6 | Potency, µM (highest dose often 107 µM), for the others: at the highest dose activity, negative = inhibition, actives largely listed as inhibitors; further: potency means the concentration at half of the fitted maximal effect; on the % scale 0 is the no-effect control and ±100 the full control effect
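10 nM Pol kappa was preincubated with compounds for 15 min at room temperature. Reaction started with 50 nM (final) substrate. Fluorescence read kinetically at 0 and 10 min.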
Pol beta inh – inhibitors of human DNA polymerase beta; Potency, µM (titrated, usually from 114 µM), without a hit: at the top dose activity change, negative = inhibition, actives largely listed as inhibitors; AID 485314; Pol beta primer extension/strand displacement, fluorescence kinetic; P06746; actives 1.3% (n = 340,000); further: potency means the concentration at half of the fitted maximal effect; on the % scale 0 is the no-effect control and ±100 the full control effect
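10 nM enzyme + cpd, 15 min RT; start with substrate 50 nM final; read 0 min and after 10 min RT. Corrected, normalized data; 4-parameter Hill curve fit.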
Pol iota inh – DNA polymerase iota (human) inhibition; AID 588590; Pol iota fluorescent replication assay, 10 min; Potency, µM (top dose mostly 115 µM), for the others: top-dose activity, negative = inhibition, usual class: inhibitors; Q9UNA4; actives 1% (n = 390,000); further: potency means the concentration at half of the fitted maximal effect
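Pol iota at 10 nM preincubated 15 min with compounds at room temperature; reaction started with fluorescent substrate, 50 nM final. Fluorescence read kinetically at 0 and 10 min; buffer-only wells as negative control.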
APEX1 inh – blocks human APE1 abasic DNA cleavage | P27695 | recombinant APE1, TAMRA/BHQ-2 abasic DNA cleavage fluorescence | Potency, µM (highest dose often 65.8 µM), inactives show at the top dose activity change, negative = inhibition, most hits filed as inhibitors | actives 0.35% (n = 350,000) | AID 2517;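 further: potency means the concentration at half of the fitted maximal effect; plate controls were vehicle for no effect and reference inhibitor for full effect; nearly all actives have a fitted effect of over 55% in size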
Target sequence (P27695 whole entry, looked up): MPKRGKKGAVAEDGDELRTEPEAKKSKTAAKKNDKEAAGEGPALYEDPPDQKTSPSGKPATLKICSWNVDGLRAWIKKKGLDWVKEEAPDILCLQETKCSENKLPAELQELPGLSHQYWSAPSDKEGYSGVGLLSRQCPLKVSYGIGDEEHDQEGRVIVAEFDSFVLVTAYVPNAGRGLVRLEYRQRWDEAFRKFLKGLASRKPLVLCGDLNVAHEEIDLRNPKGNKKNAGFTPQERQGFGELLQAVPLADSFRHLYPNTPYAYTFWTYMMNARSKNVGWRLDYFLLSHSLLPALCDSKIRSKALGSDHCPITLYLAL
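APE1 at 0.75 nM preincubated 15 min at room temperature with compound. Reaction then started with 50 nM double-stranded THF-abasic substrate labelled with TAMRA/BHQ-2, and 525/598 nm fluorescence read kinetically. Activity taken as third-minus-first read difference, normalized to DMSO and NSC13755 controls.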
RXFP1 antagonist – blocks the human relaxin receptor RXFP1. Q9HBX9. HEK293-RXFP1, relaxin-stimulated cAMP HTRF, 30 min; active compounds read low. activity change, negative = inhibition, % at 57.5 µM. actives 0.59% (n = 350,000). AID 1259400;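 active means activity change of -60% or lower, but not beyond a set lower limit; inconclusive means change between -60% and -40%, or beyond the set limit; inactive means change above -40%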; further: on the % scale 0 is the no-effect control and ±100 the full control effect
BLM helicase inh – blocks DNA unwinding by human BLM helicase | P54132 | recombinant BLM DNA unwinding, fluorescence dequenching | Potency, µM (titrated, usually from 56.1 µM), without a hit: at the top dose activity change, negative = inhibition, most hits filed as inhibitors | actives 0.2% (n = 350,000);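 further: potency means the concentration at half of the fitted maximal effect; plate controls were vehicle for no effect and no enzyme for full effect; nearly all actives have a fitted effect of over 35% in size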
PGK inhibitor – blocks T. brucei phosphoglycerate kinase. P07378. PGK/GAPDH coupled, Kinase-Glo luminescence, 60 min. Potency, µM (doses to about 57.5 µM), for the others: at the top dose activity change, negative = inhibition, hits mostly inhibitors. actives 0.043% (n = 380,000). AID 602233; further: potency means the concentration at half of the fitted maximal effect; on the % scale 0 is the no-effect control and ±100 the full control effect; nearly all actives have a fitted effect of over 60% in size
Target sequence (P07378 whole entry, looked up): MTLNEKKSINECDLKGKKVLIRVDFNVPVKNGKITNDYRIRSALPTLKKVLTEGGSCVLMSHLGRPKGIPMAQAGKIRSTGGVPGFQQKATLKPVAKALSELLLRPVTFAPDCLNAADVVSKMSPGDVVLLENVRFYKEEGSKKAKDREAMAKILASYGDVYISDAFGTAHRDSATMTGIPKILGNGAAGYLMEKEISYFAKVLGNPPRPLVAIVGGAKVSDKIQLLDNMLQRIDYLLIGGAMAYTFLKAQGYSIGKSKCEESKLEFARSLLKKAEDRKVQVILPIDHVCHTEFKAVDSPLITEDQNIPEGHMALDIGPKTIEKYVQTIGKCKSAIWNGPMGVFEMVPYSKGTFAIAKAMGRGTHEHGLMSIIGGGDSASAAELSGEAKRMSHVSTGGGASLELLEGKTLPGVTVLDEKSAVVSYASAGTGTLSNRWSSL
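Recombinant glycosomal PGK reaction used 1,3-bisphosphoglycerate generated in-well by GAPDH (100nM final) in 100mM TEA pH 7.6, 5mM MgCl2, 0.01% Tween-20. After 60 minutes at room temperature, ATP was read by Kinase-Glo Plus luminescence end-point.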
The depositor's hits bear a star; i = inactive; ? = inconclusive; . = not tested or not shown; & = joins results of further samples; [ ] = another dose, or the depositor's remark. Unless noted, the call rests on the fitted dose curve; in most records, active means well fitted curve in the direction sought with a large enough effect; inconclusive means small, poorly fitted or top-dose-only effect, or another doubt; inactive means no such curve, though single readings can be large; an effect the other way counts as inactive or inconclusive. The list is partial. The share of hits here may be higher or lower than overall.

SMILES	POLH inh	Apoferritin bind	Pol kappa inh	Pol beta inh	Pol iota inh	APEX1 inh	RXFP1 antagonist	BLM helicase inh	PGK inhibitor
C=CCNC(=O)[C@@H]1CSC2c3ccc(OC)c(OC)c3C(=O)N21 (stereo partly drawn)	?	-6%	-6%	-17%	40µM*	8%	-5	-13%	-8%
Cc1nc(C)n(C(C)CNS(=O)(=O)c2ccc(Cl)cc2)n1 (stereo not drawn)	-8%	-5%	-11%	26%	27%	16%	0	-2%	-6%
COc1cccc(C(=O)NCC(=O)OCC(=O)Nc2cc(OC)c([N+](=O)[O-])cc2C)c1	-8%	-2%	-22%	27%[57.1 µM]	4%	0%	10	0%	2%
CC1(C(=O)Nc2nnc(SCc3ccccc3)s2)Cc2ccccc2C(=O)O1 (stereo not drawn)	-6%	-18%	0%	11%	-4%	11%	10	-2%	i
CCOC(=O)C1C(=O)CC(C)(O)C(C(=O)OCC)C1c1ccc([N+](=O)[O-])cc1 (stereo not drawn)	4%	-6%	-4%	-5%	-8%	-3%	-3	-1%	2%
COC(=O)CC1C(=O)NC(C)=C1C(=O)OC (stereo not drawn)	.	-5%	.	-1%	.	?	.	-3%	.
Nc1c(NC2CCCCC2)c2ccccc2oc1=O	5%	-14%	-14%	-4%	0%	-3%	17	-1%	-7%
Cc1cccnc1NC(=O)CCNC(=O)c1ccc(Cl)cc1	-5%	-6%	0%	51%	25%	-6%	3	0%	-3%
O=C(COC(=O)c1cncc(Br)c1)NCc1ccccc1Cl	-16%	-8%	-2%	-3%	81%[activator]	0%	-4	-1%	i
O=C(c1ccco1)N1CCN(S(=O)(=O)c2ccc(S(=O)(=O)NC3CCCCC3)cc2)CC1	-17%	?	2%	2%	25%	0%	-19	-2%	.
O=C(Nc1nn[nH]n1)c1cccc([N+](=O)[O-])c1	-18%	0%	-8%	21%	-3%	4%	-8	0%	-7%
COc1ccc(CC(NC(C)=O)C(=O)NC2CCN(C(=O)c3cc(OC)c(OC)c(OC)c3)CC2)cc1 (stereo not drawn)	-8%	8%	-9%	1%	20%	7%	-3	3%	-4%
O=C(OCN1C(=O)c2ccccc2C1=O)c1cc(S(=O)(=O)N2CCOCC2)ccc1F	-9%	.	-9%	.	15%	-7%	9	.	10%
Cc1ccccc1C(=O)N/N=C1\SCC(=O)N1Cc1ccco1	-16%	-10%	-1%	-8%	58%[activator]	2%	-2	-3%	-7%
O=C(CCn1cccc(C(F)(F)F)c1=O)Nc1cccc(C(F)(F)F)c1	-14%	-2%	0%	0%	13%	0%	30	-10%	-1%
COc1cc(C(c2c(C)[nH][nH]c2=O)c2c(C)[nH][nH]c2=O)cc(OC)c1OC	-17%	0%	-6%	20%	8.9µM*	1%	31	-3%	-2%
O=C1CN2Cc3c(ccc(Cl)c3Cl)N=C2N1	2%	5%	-2%	.	-16%	.	.	2%	i
COc1ccc2c(c1)[n+](=O)c(C(C)=O)c(C)n2[O-]	?	2%	-20%	23%	?	15%	1	-10%	i
O=C1NN=COc2ccccc21	-23%	-9%	-7%	1%	10%	1%	-2	-3%	8%
O=C(CSc1nc2scc(-c3ccccc3)c2c(=O)[nH]1)Nc1ccccc1	-11%	-4%	-4%	5%	-2%	-5%	?	-4%	i

Looked up above:
CC1(C(=O)Nc2nnc(SCc3ccccc3)s2)Cc2ccccc2C(=O)O1 (stereo not drawn) in BLM helicase inh: -2%
O=C(c1ccco1)N1CCN(S(=O)(=O)c2ccc(S(=O)(=O)NC3CCCCC3)cc2)CC1 in Pol kappa inh: 2%

(further entries)
SMILES	POLH inh	Apoferritin bind	Pol kappa inh	Pol beta inh	Pol iota inh	APEX1 inh	RXFP1 antagonist	BLM helicase inh	PGK inhibitor
CC1CCN(CCOc2ccc(OCc3ccccc3)cc2)CC1	-19%	-21%	-5%	22%	-6%	17%	-6	3%	i
COc1ccc(C(=O)CC(=O)C(=O)Nc2ccccc2C(F)(F)F)cc1	-1%	4%	-13%	35%	-19%	-10%	16	-6%	.
Cn1cc(C(=O)N/N=C/c2cccs2)c2ccccc21	-3%	-9%	-7%	4%	107%[activator]	-8%	-20	-6%	-12%
O=C1CCN(CCc2ccccc2)CCN1[C@H](COc1ccccc1)Cc1ccccc1	-18%	79%[activator]	4%&-14%	1%	1%&7%	21%	.	-9%	-5%
O=C(Nc1ccc(Cl)cc1)C1CCN(C(=O)NC2CCCCC2)CC1	-7%	-9%	6%	10%	19%	3%	0	-2%	-11%
O=C(Nc1cccc2ccccc12)C1CCCC1	-20%	?	6%	12%	-6%	15%	-2	-1%	-7%
COc1ccc(C(=O)NCCc2c[nH]c3ccccc23)cc1	-9%	-4%	-14%	32%[activator]	53%[activator]	0%	13	-4%	-4%
O=C(N/N=C/c1coc2ccccc2c1=O)c1cn(-c2ccccc2)nc1-c1ccc(F)cc1	-14%	5%	-11%	39%	2%	-5%	14	-7%	1%
CCOc1ccc2nc(N3CCN(C(=O)c4ccc5c(c4)CCCC5)CC3)sc2c1	-6%	2%	-7%[60.1 µM]	-28%	9%	.	-11	-1%	-1%
O=C(N/N=C\c1cccs1)c1sccc1-n1cccc1	-12%	-22%	7%	1%	29%	0%	-6	-4%	i
Cc1cc(Br)c2c(c1)/C(=C/C(=O)c1cccs1)C(=O)N2	-14%	-13%	4%	45%	132%[activator]	10%	.	-7%	-3%
COc1ccc(NC(=O)C(Cc2ccccc2)n2cccc2)c(OC)c1 (stereo not drawn)	-23%&-3%	-7%&-4%	6%&0%	9%&3%	4%&10%	-3%	2&-18	-11%&-6%	0%&13%
CCc1ccc(NC(=O)COc2coc(CN3CCN(c4ccccc4)CC3)cc2=O)cc1	-9%	.	-16%	.	5%	1%	-13	.	11%
COc1cccc(NC(=O)N2CCC(N3CCCCC3)CC2)c1	-9%	-4%	-3%	-1%	-5%	-1%	-8	-1%	-13%
COCCN(CC(=O)Oc1ccccc1P(=O)(OC)OC)Cc1ccccc1	0%	-6%	-20%	5%	3%	1%	6	0%	i
C#CCNC(=O)C1=C[C@H](c2ccc(C(F)(F)F)cc2)C[C@H](OCCCCO)O1	6%	-21%	6%	-1%	23%	?	.	-10%	-5%
C=CCn1cccc(C(=O)Nc2ccc(C)c(C)c2)c1=O	-12%	-10%	-12%	8%	0%	39%	-4	-1%	i
CC(C)CNC(=O)[C@@H]1CSC2c3ccccc3C(=O)N21 (stereo partly drawn)	-1%	-9%	1%	90%	143%[activator]	8%	-3	-2%	i
Cn1cc(CN2CCC(C(=O)N3CCCCC3)CC2)c(-c2ccccc2F)n1	7%	-4%	-5%	12%	45%[activator]	-15%	-3	1%	-6%
CCc1ccc(NC(=O)C2CCN(S(=O)(=O)c3ccc4[nH]c(=O)ccc4c3)CC2)cc1	-4%	-11%	11%	1%	-22%	-8%	.	-4%	-7%
CCOc1cc(C=O)ccc1OCc1cc(=O)n2cc(C)ccc2n1	-3%	-4%	-19%	1%	77%[activator]	2%	14	-6%	i
CC1(C)C2CC=C(/C=N/NC(=O)c3ccccc3O)C1C2 (stereo not drawn)	-6%	?	3%	-12%	14%	0%	-11	1%	-10%
Cc1cccc(OCC(=O)Nc2c(C)ccc3nsnc23)c1C	5%	-7%	10%	3%	-10%	.	17	-6%	-3%
O=C(c1cn(-c2ccccc2)nc1-c1cccnc1)N1CCN(S(=O)(=O)c2ccccc2F)CC1	-13%	.	9%	.	12%	18%	-5	.	-2%
NNC(=O)c1oc2nc(-c3ccco3)cc(-c3ccco3)c2c1N	?	-12%	?	?	?	?	?	?	-5%
CCOC(=O)c1cc(NC(=O)c2ccc(OC)cc2)c(=O)oc1-c1ccccc1	-8%	-16%	-12%	15%	-6%	-1%	-25	-5%	-7%
Cc1cc(C)c2nc(N(CCCN(C)C)C(=O)c3ccc4c(c3)OCCO4)sc2c1	-9%	.	-17%	.	9%	-6%	?	.	5%
CCCc1nc2ccccc2c(C(=O)OCC(=O)NC2CC2)c1CC	-26%	.	-6%	.	94%[activator]	21%	9	.	-7%
NC(=O)CNC(=O)[C@@H]1CC2(CC(c3ccccc3)=NO2)CN1C(=O)c1ccc(Br)cc1 (stereo partly drawn)	-7%	-11%	-1%	?	-5%	0%	.	1%	2%
Cc1ccc(NC(=O)c2oc3c(c2C)C(=O)CC(C)(C)C3)cc1	-7%	-10%	0%	1%	9%	-1%	-15	-3%	i
Cc1nnc(SCc2ccc([N+](=O)[O-])cc2)[nH]c1=O	-9%	-4%	-12%	49%	45%[activator]	13%	-10	-1%	-3%
Cc1ccc(N=Cc2c(O)ccc3ccccc23)cc1F	-6%	-6%	-2%	26%	-2%	-2%	14	-3%	-8%
COc1ccc(Cl)cc1NC(=O)Cn1c(=O)c(-c2ccccc2NC(C)=O)nc2ccccc21	-10%	3%	10%	14%	3%	.	-3	-2%	-5%
Cc1ccc(CCNC(=O)C2CCN(S(=O)(=O)c3cccc4cccnc34)CC2)cc1	-23%	-13%	-13%	11%	33%[activator]	3%	-6	4%	i
CCOC(=O)C1CN(S(=O)(=O)c2ccc(Cl)cc2)c2cc(S(=O)(=O)CC)ccc2O1 (stereo not drawn)	-8%	-7%	-9%	0%	40%[activator]	?	15	-7%	5%
CCOC(=O)c1ccc(NC(=O)CSc2nc3ncccc3[nH]2)cc1	8%	7%	-6%	-1%	12%	1%	.	0%	-3%
CN(C(=O)c1cccc(NC(=O)Cc2ccc(NC(=O)C3CCN(C(=O)CCc4ccccc4)CC3)cc2)c1)C1CCCCC1	-13%	.	7%	.	-5%	.	.	.	-2%
O=S(=O)(Nc1ncnc2scc(-c3ccc(F)cc3)c12)c1cc(F)ccc1F	4%	-7%	-2%	-28%	-25%	1%	-1	-4%	-3%

Random excerpt: two entries already listed, in no set order.
SMILES	POLH inh	Apoferritin bind	Pol kappa inh	Pol beta inh	Pol iota inh	APEX1 inh	RXFP1 antagonist	BLM helicase inh	PGK inhibitor
Cc1ccc(NC(=O)c2oc3c(c2C)C(=O)CC(C)(C)C3)cc1	-7%	-10%	0%	1%	9%	-1%	-15	-3%	i
NC(=O)CNC(=O)[C@@H]1CC2(CC(c3ccccc3)=NO2)CN1C(=O)c1ccc(Br)cc1 (stereo partly drawn)	-7%	-11%	-1%	?	-5%	0%	.	1%	2%
